# Source: PubChem BioAssay (Sanford-Burnham Center for Chemical Genomics)
# H9c2 TAG inh = inhibitors of triacylglycerol accumulation; inhibition, % at 12.5 µM; H9c2 cells, Nile Red lipid (TAG) fluorescence; cells loaded with 200 µM oleic acid; 230,000 compounds, 0.66% hits; AID 651582;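 active means pattern-corrected inhibition of lipid staining of at least 50% with the nuclear-stain viability signal not falling by more than 50%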;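 further: 0% = DMSO wells and 100% = triacsin C control wells; some results filed as inactive read as strong as hits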
# H9c2 TAG inh DAPI viability = second read-out of H9c2 TAG inh, no call of its own (marks repeat the call); DAPI nuclei signal change (viability), lower = more cytotoxic, %;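 whole-well DAPI fluorescence read on a plate reader as a viability signal; minus 50 percent equals half of cells still viable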
# Starred values were filed as active, the others as inactive. An excerpt; the hit share may differ from the screen's.
Compound	H9c2 TAG inh	H9c2 TAG inh DAPI viability
N#Cc1ccccc1OCC(=O)Nc1ccccc1C(=O)NC1CC1	16	4
CCN(CC(=O)Nc1ccc2c(c1)OCCO2)C(=O)/C=C/c1cccc(OC)c1OC	-4	2
Fc1ccc(CNC(=S)NC2CCCCC2)cc1	-22	2
O=C(CONS(=O)(=O)c1ccc(Cl)cc1)NCCNc1ncc(C(F)(F)F)cc1Cl	-8	-1
CN(c1ccccc1)S(=O)(=O)c1cccc(C(=O)Nc2ncn[nH]2)c1	-10	5
COc1cccc(C(=O)OCC(=O)Nc2ccc(N3CCOCC3)cc2)c1	16	-4
Cc1onc(-c2ccccc2Cl)c1C(=O)N[C@@H](C)c1ccccc1	0	-2
O=C(N/N=C/c1cn(-c2ccccc2)nc1-c1ccc(F)cc1)c1ccc(Br)o1	37	-2
O=C(Nc1ccccc1C(=O)Nc1ccccn1)c1ccc([N+](=O)[O-])cc1	-10	-1
O=S(=O)(c1ccccc1)C(Br)S(=O)(=O)c1ccccc1	5	-8
O=C1CC2(CCN(C(=O)c3ccc(Cl)cc3)CC2)Oc2ccccc21	11	3
Cc1ccc(NC2=NCC(=O)N2C2CCCC2)cc1C	15	-8
CN(C)S(=O)(=O)c1ccc(F)c(C(=O)Nc2ccccc2C(=O)NC2CC2)c1	6	-8
CNC(=S)N1N=C(c2ccc(OC)cc2)CC1c1ccc(Cl)cc1Cl (stereo not given)	-3	-4
C=CCNCc1ccc(C(=O)NCCCCCCC)cc1[N+](=O)[O-]	-3	-1
CSc1nnc(C)c(/C=C/Nc2ccc(Cl)cc2)n1	20	-22
CCCCN1C(=O)CC(SC2CC(=O)N(CCCC)C2=O)C1=O (stereo not given)	-2	12
O=C(Cn1ccccc1=O)Nc1ccc(Cl)c(S(=O)(=O)N2CCCCC2)c1	7	7
O=C(Cc1ccc(-n2cccc2)cc1)N1CCN(c2ccccc2F)CC1	5	-1
CC(C)CC(=O)NNC(=S)NCc1ccco1	-1	7
CCCn1c(SCC(=O)Nc2cccc(C(=O)OC)c2)nnc1-c1cccnc1	-20	5
Cc1cc(C(=O)NCc2ccco2)c2cc(F)ccc2n1	6	0
CC(C)NC(=O)CS(=O)(=O)c1ccccc1	15	7
Cc1cc(Nc2ccc(C(=O)O)cc2)n2nc(C)nc2n1	0	1
Fc1c(CSC(=S)N2CCOCC2)cccc1CSC(=S)N1CCOCC1	-21	-4
COC(=O)C(C)NC(=O)CNS(=O)(=O)c1ccc(F)cc1 (stereo not given)	2	0
COc1ccc(/C=N/n2c(SC)nnc(C(C)(C)C)c2=O)c(OC)c1	-5	-1
CCCNC(=O)NC(=O)COc1ccc2oc3ccccc3c2c1	-8	-4
COc1nsnc1N1CCOCC1	-2	1
O=C(CCC(=O)c1cccs1)Nc1ncccc1O	-15	7
C/C(=C\C(=O)c1sccc1Cl)N(C)C	-5	11
NC(=O)c1cc([N+](=O)[O-])ccc1NCCN1C(=O)c2ccc(C(=O)O)cc2C1=O	13	-15
c1ccc(SCc2cn3cccnc3n2)nc1	-6	9
Cc1nn(C)cc1S(=O)(=O)N1CCCCC1C (stereo not given)	-1	2
Cc1cc(=O)oc(C)c1C(=O)NCCN(C)Cc1ccccc1	-5	9
Cc1ccc(-n2c(SCC(=O)N/N=C/c3ccccc3C(=O)O)nnc2-c2ccc(Cl)cc2)cc1	5	4
CCOc1ccc2nc(SCC(=O)Nc3cccc(S(=O)(=O)NC4=NCCCCC4)c3)[nH]c2c1	-7	-7
COc1ccc(CNC(=O)COC(=O)c2cncc(Br)c2)cc1	-5	7
CCN(CC)C(=O)c1nc(-c2cccc3ccccc23)no1	9	9
O=C(CCN1C(=O)C2CCCCC2C1=O)Nc1ccc(OC(F)F)cc1 (stereo not given)	-1	0
CC(C)(C)C(=O)NC(=S)Nc1ccccc1F	13	-8
Brc1ccc2oc(-c3ccn[nH]3)cc2c1	6	0
CNc1cncc(-c2ccc(OC)c(OC)c2)n1	-14	2
NC(c1ccccc1)c1csc(Nc2ccc(C(=O)c3ccccc3)cc2)n1 (stereo not given)	21	21
CC(=NO)C1CCC2C3CCC4=CC(=NO)CCC4(C)C3C(=O)CC12C (stereo not given)	-3	-1
NS(=O)(=O)c1ccc(CCNC(=O)COC(=O)C2CCCN2C(=O)c2cccs2)cc1 (stereo not given)	-12	0
NC(=O)c1nc(-c2cccs2)nc2c1[nH]c(=O)n2-c1ccc(F)cc1	4	3
c1ccc2c(c1)OCC(c1nnc3sc(-c4ccc5c(c4)OCO5)nn13)O2 (stereo not given)	-4	0
CCOc1ccc(NC(=O)c2ccc(Br)o2)c([N+](=O)[O-])c1	-19	-5
COc1ccccc1-c1nnc(-c2ccc(F)cc2)o1	13	3
CCOC(=O)C1CCN(C(c2cccc(OC)c2)c2sc3nc(C)nn3c2O)CC1 (stereo not given)	6	3
O=C(Nn1cnnc1)c1ccc(Cl)c(Cl)c1	4	2
CCOC(=O)c1c(C)oc2c1c1c(c3ccccc32)OCN(Cc2ccccn2)C1	5	-5
COCCNC(=S)N/N=C(\C)c1cccc(C(F)(F)F)c1	18	3
CCn1c(=O)c(=O)[nH]c2cc(C(=O)NC3CCCC3)ccc21	-24	7
CCN(CC)c1ccc(S(=O)(=O)N2CCOCC2)cc1NC(=O)COC(=O)C1=COCCO1	-7	-4
CCOC(=O)c1c(NC(=O)CNC2CCCc3ccccc32)sc(C(N)=O)c1C (stereo not given)	-7	10
Cc1cc(NC(=O)Cn2cnc3c(nnn3-c3cccc(F)c3)c2=O)no1	-19	12
NC(=O)c1cc(N=Nc2c(N)[nH]n(-c3c(Cl)cc(Cl)cc3Cl)c2=O)ccc1Cl	-1	2
COc1ccc2c(c1)sc(=N)n2C	-7	-1

# Molecules above with a furan ring, fused or not, in the order listed:
Compound	H9c2 TAG inh	H9c2 TAG inh DAPI viability
O=C(N/N=C/c1cn(-c2ccccc2)nc1-c1ccc(F)cc1)c1ccc(Br)o1	37	-2
CC(C)CC(=O)NNC(=S)NCc1ccco1	-1	7
Cc1cc(C(=O)NCc2ccco2)c2cc(F)ccc2n1	6	0
CCCNC(=O)NC(=O)COc1ccc2oc3ccccc3c2c1	-8	-4
Brc1ccc2oc(-c3ccn[nH]3)cc2c1	6	0
CCOc1ccc(NC(=O)c2ccc(Br)o2)c([N+](=O)[O-])c1	-19	-5
CCOC(=O)c1c(C)oc2c1c1c(c3ccccc32)OCN(Cc2ccccn2)C1	5	-5

# The list continues:
Compound	H9c2 TAG inh	H9c2 TAG inh DAPI viability
Cc1onc(-c2ccccc2)c1C(=O)OCc1nnc(-c2ccccc2)o1	-7	10
COc1ccc(CCN(C)C2CCCN(S(=O)(=O)c3ccccc3)C2)cc1OC (stereo not given)	-21	10
CCCC1NC(=O)c2cccnc2-n2c1nc1ccccc1c2=O (stereo not given)	-33	16
Cc1ccc(S(=O)(=O)Oc2ccc(N3C(=O)C4C5CCC(C5)C4C3=O)cc2)cc1 (stereo not given)	-22	-3
Cn1c(=O)oc2cc(S(=O)(=O)NCCN3CCN(c4ccccc4F)CC3)ccc21	-2	-3
COc1ccc(C(=O)Nc2cc(C)c3c(=O)oc4ccccc4c3n2)cc1	-3	-4
COc1cc(C2CC(=O)N3CN(Cc4ccccc4)CSC3=C2C#N)ccc1OCc1ccccc1 (stereo not given)	2	3
CN(C)CCCO[C@@H]1[C@H]2OC(C)(C)O[C@H]2O[C@@H]1[C@H](O)CO	0	6
CC(C)(C)c1ccc(OCCON2C(=O)CCC2=O)c(Cl)c1	8	-1
O=C(c1ccccc1)N1CCN(c2ccc([N+](=O)[O-])cc2-n2cccc2)CC1	-8	1
O=C(Oc1cccc2c(OC(=O)N3CCOCC3)cccc12)N1CCOCC1	-6	7
O=C(Nc1nccs1)c1cccc(NC(=O)C(F)(F)F)c1	14	-9
CC(=O)Nc1cccc(NC(=O)c2cc(-c3cccnc3)nc3ccc(Cl)cc23)c1	5	6
NC(c1csc(Nc2ccc(C(=O)NCCCO)cn2)n1)c1ccccc1Cl (stereo not given)	18	-10
CCCn1nc(Oc2nc(SC)nc(N(C)C)n2)ccc1=O	1	-3
CCOCCn1c(SCc2ccccc2)nc2c1c(=O)[nH]c(=O)n2C	-27	3
CCOc1ccc(/C=C/C(=O)CCC(=O)O)cc1	-16	-5
CC1(C(=O)Nc2ccc3c(c2)OCCO3)CC1(Cl)Cl (stereo not given)	-2	-8
COc1ccc(NS(=O)(=O)c2cccc3ccccc23)cc1	-5	8
O=C(Nc1ccccc1Cl)c1csc(-c2cccnc2)n1	-8	6
CCC(CC)C(=O)Oc1c(Sc2ccccc2[N+](=O)[O-])c(C)nn1C(C)(C)C	-8	3
O=C(O)c1ccc(NS(=O)(=O)c2cccc3cccnc23)cc1	-5	2
COc1ccccc1N1CCN(C(=O)CN2C(=O)c3cccc4cccc(c34)C2=O)CC1	19	-7
CCOC(=O)C1CN(c2cc3c(cc2F)c(=O)c(C(=O)O)cn3CC)OC1C(=O)OCC (stereo not given)	4	-6
COc1ccccc1C(=O)N/C(=C\c1cn(S(=O)(=O)N(C)C)c2ccccc12)C(=O)N1CCN(C)CC1	8	-13
O=C(Cn1cc(COc2ccccc2C(F)(F)F)nn1)c1ccc(O)cc1	-2	3
Cc1cnc(NC(=O)CSc2ncc(-c3ccccc3)n2Cc2ccco2)s1	13	-2
CCOC(=O)C1CCCN(C2CC(=O)N(c3ccc(NC(C)=O)cc3)C2=O)C1 (stereo not given)	10	-11
CCNC(=O)COC(=O)CCNC(=O)c1ccc(Cl)cc1	-5	5
COc1cc([N+](=O)[O-])cc2cc(C(=O)N3CCCC3)c(=O)oc12	-10	-3
Cn1c(N)c(N=Cc2ccccc2)c(=O)n(C)c1=O	-7	-2
Clc1ccc(C2Nc3ccccc3-n3cccc32)cc1 (stereo not given)	-43	30
O=C(COC(=O)CCC(=O)c1ccccc1)NNC(=O)c1ccc(Cl)cc1	7	-2
Cc1ccc(Cc2c(-c3ccc(Br)cc3)nc3cc(C)ccn23)cc1	-3	10
COCCN(C(=O)COC(=O)/C=C/c1ccc2c(c1)OCO2)c1c(N)n(Cc2ccccc2)c(=O)[nH]c1=O	-10	0
Cc1[nH]n(C(C)(C)C)c(=O)c1Sc1ccc(Cl)cc1	7	-7
CCOc1ccc(OCC)c(NC(=O)C2CCN(S(=O)(=O)c3c(C)noc3C)CC2)c1	21	6
CC1=C/C(=C\C=C(C#N)C#N)N(C)c2ccccc21	-10	-11
CCOC(=O)[C@H]1[C@H]2COc3ccc(Br)cc3[C@@H]2N2C(=O)c3cc(F)c(F)cc3NC(=O)[C@@]12C	21	-23
Cc1ccc(-n2nnnc2SCC(=O)NC2CCS(=O)(=O)C2)c(C)c1 (stereo not given)	18	1
O=C1CCN(c2ncccc2[N+](=O)[O-])CC1	-5	2
Cc1ccc(S(=O)(=O)N2C[C@]3(O)C[C@@H]4C(=O)N(c5ccccc5)C(=O)[C@@H]4C[C@]3(OC(=O)NCC3CCCCC3)C2)cc1	-7	7
Cc1cccc(N2CCN(C(=O)CCC(=O)N3CC(C)Oc4ccc(C)cc43)CC2C)c1 (stereo not given)	-58	3
O=C(O)C1C2CCC(O2)C1C(=O)Nc1ccc(Br)cc1F (stereo not given)	-1	4
Cc1c(C(=O)NC(C)c2ccccn2)oc2c(Cl)cccc12 (stereo not given)	-65	3
COc1ccc(OC)c(N(CC(=O)NCCSCc2ccc(C)cc2)S(C)(=O)=O)c1	-10	-7
CCC(CC)C(=O)Nc1ccc(C)cc1O	-1	-5
C[C@H](CO)N1C[C@H](C)[C@@H](CN(C)C(=O)CN2CCOCC2)Oc2cc(Br)ccc2S1(=O)=O	-36	-14

# 3 compounds already listed, arranged by length of the SMILES, largest number first:
Compound	H9c2 TAG inh	H9c2 TAG inh DAPI viability
NC(c1ccccc1)c1csc(Nc2ccc(C(=O)c3ccccc3)cc2)n1 (stereo not given)	21	21
O=C(O)c1ccc(NS(=O)(=O)c2cccc3cccnc23)cc1	-5	2
COc1nsnc1N1CCOCC1	-2	1

# Following part
Compound	H9c2 TAG inh	H9c2 TAG inh DAPI viability
C=CCNC(=O)C(C)N1C(=O)c2ccccc2C1=O (stereo not given)	-10	10
CC(=O)c1ccc(OCC(=O)NC(=O)NC2CCCC2)cc1	-19	1
CNc1ncnc(Sc2nc(N)nc3nc[nH]c23)c1[N+](=O)[O-]	19	-1
CSCCC(NC(=O)c1ccccc1Cl)C(=O)N1CCN(c2ccccn2)CC1 (stereo not given)	-21	4
O=C(COc1ccccc1Br)NC(=O)NC1CCCC1	-6	10
CS(=O)(=O)N(Cc1ccc(Cl)cc1)c1ccc(C(=O)NCc2ccccn2)cc1	-9	5
CCNC(=O)C1(C)CCCN(C(=O)c2ccc(C(F)(F)F)nc2C)C1 (stereo not given)	16	-2
COc1ccc(CCNC(=O)C2CCCN2C(=O)Nc2cccc(C(C)=O)c2)cc1OC (stereo not given)	-32	12
COC(C[C@H](O)CC(=O)[C@@H](C)OCc1ccccc1)OC	-8	5
O=C(NC1CC1)C1=C[C@@H](c2c[nH]c3ccccc23)C[C@@H](OCc2ccc(CO)cc2)O1	-29	-14
CCCc1[nH][nH]c(=O)c1C(c1ccccc1)C(C#N)C#N (stereo not given)	-19	12
CCCCCn1c(CN2CCN(CCO)CC2)nc2c1c(=O)n(C)c(=O)n2C	-9	11
CC(C)[C@H](NC(=O)NCCC1=CCCCC1)C(=O)O	-12	8
Cc1ccc(S(=O)(=O)N(CC(=O)NCCC2=CCCCC2)Cc2ccccc2F)cc1	12	-8
COC(CNC(=O)c1cccnc1)OC	13	-10
